# Source: PubChem BioAssay (The Scripps Research Institute Molecular Screening Center)
# M1 PAM – positive allosteric modulators of human M1 muscarinic receptor | hit rate 0.088% among 360,000 | CHO-K1 hM1, Fluo-8 calcium fluorescence, ACh EC20; 0% = ACh EC20, 100% = maximal ACh | activation, % at 3 µM | P11229 | AID 588819; in the data active means activation above about 19%, passing the limit was not always enough
# Target sequence (P11229 whole entry, looked up): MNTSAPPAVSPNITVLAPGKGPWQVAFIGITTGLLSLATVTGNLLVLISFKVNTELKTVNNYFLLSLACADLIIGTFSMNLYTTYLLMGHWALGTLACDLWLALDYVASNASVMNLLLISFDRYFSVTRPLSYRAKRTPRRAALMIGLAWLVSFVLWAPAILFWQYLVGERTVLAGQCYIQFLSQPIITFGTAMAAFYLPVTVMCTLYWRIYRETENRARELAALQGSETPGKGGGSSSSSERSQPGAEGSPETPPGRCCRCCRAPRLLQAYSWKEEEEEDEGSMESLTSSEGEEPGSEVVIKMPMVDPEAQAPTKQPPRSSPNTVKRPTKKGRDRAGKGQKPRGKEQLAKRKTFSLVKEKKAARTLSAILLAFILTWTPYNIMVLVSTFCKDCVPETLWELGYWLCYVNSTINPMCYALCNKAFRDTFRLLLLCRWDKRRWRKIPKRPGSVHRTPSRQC
# M4 ag – agonists of human muscarinic M4 receptor (CHRM4); activation, % at 3 µM; CHO-K1 hM4/Gqi5, Fluo-8 calcium fluorescence; vehicle 0%, full acetylcholine response 100%; hit rate 0.14% among 360,000;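 active means activation above the run mean over all test wells plus 3 SD, cut at about 32% in these data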;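 further: peak over basal fluorescence ratio per well then scaled between controls; 0% = DMSO wells and 100% = acetylcholine at EC100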
# Target sequence (P08173 whole entry, looked up): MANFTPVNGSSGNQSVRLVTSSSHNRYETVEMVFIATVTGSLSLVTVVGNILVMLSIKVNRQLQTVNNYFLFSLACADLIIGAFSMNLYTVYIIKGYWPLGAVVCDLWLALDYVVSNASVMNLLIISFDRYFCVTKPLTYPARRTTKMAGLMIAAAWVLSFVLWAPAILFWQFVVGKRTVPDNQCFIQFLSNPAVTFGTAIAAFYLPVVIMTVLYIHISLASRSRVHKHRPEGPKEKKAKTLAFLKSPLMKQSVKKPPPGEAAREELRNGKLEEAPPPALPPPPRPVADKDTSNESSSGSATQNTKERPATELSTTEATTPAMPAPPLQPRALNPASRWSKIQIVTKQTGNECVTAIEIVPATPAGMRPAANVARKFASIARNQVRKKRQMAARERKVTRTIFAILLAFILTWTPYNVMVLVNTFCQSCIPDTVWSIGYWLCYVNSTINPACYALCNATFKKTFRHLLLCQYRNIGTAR
# CHRM1 antagonist – antagonists of human M1 muscarinic receptor. CHO-K1 hM1, Fluo-8 calcium fluorescence, ACh EC80 antagonist. inhibition, % at 3 µM. hit rate 1.3% among 360,000;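 active means percent inhibition above its own plate's cutoff, namely the mean of that plate's compound wells plus 3 SD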;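 further: peak over basal fluorescence ratio during 140 s after agonist addition; 0% = ACh EC80 plus DMSO and 100% = DMSO alone without agonist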
# M1 ag – agonists of human M1 muscarinic receptor. CHO-K1 hM1, Fluo-8 calcium fluorescence, agonist mode; 0% DMSO, 100% acetylcholine EC100. hit rate 0.33% among 360,000. activation, % at 3 µM. P11229;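 active means activation above the run's mean compound activation plus 3 SD, cut at about 16% in these data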;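 further: peak over basal fluorescence ratio within a 140 s kinetic read after compound addition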
# CHRM5 antagonist – antagonists of human muscarinic M5 receptor (CHRM5) | P08912 | CHO-hM5 cells, Fluo-8 calcium fluorescence, ACh EC80 | inhibition, % at 3 µM | hit rate 0.59% among 360,000;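 active means inhibition above a per-plate cutoff, the mean of that plate's test compounds plus 3 SD, cut at about 27% in these data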;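 further: 0% = acetylcholine EC80 with DMSO and 100% = DMSO without agonist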
# TAAR1 agonist – agonists of human TAAR1 | Q96RJ0 | CHO RD-HGA16 TAAR1, Fluo-8 calcium fluorescence; vehicle wells 0%, saturating PEA agonist 100% | activation, % at 3 µM | hit rate 0.99% among 360,000 | AID 624467;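 active means activation above the mean activation of all test compounds in the run plus 3 SD, cut at about 38% in these data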
#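 System: CHO RD-HGA16 cells carrying human TAAR1 plus Gα16; Incubation: 17-24 h seeding, 75 min 37 °C dye, 30 min RT; Measured by: Fluo-8 fluorescence, 5 s baseline then 140 s kinetic read; Control set: DMSO and PEA EC100; Replication: single well for each compound.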
# CHRM5 agonist – CHRM5 agonism in calcium assay | P08912 | hit rate 0.19% among 360,000 | activation, % at 3 µM | CHO-K1 hM5 cells, Fluo-8 calcium fluorescence; 0% DMSO wells, 100% maximal acetylcholine response | AID 624037;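 active means activation above the run's mean over test compounds plus 3 SD, cut at about 23% in these data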;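 further: signal is peak over basal fluorescence ratio across the kinetic read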
# M5 PAM – potentiates acetylcholine response at human M5 receptor | P08912 | CHO-K1 hM5, Fluo-8 calcium, ACh EC20 PAM; 0% = ACh EC20, 100% = ACh EC100 | hit rate 0.3% among 360,000 | activation, % at 3 µM;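 active means activation above the run cutoff, the mean activation of all test compounds plus 3 SD, cut at about 18% in these data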
#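 System: CHO-K1 cell line with stable human muscarinic M5 receptor expression | Also added: EC20 acetylcholine as agonist stimulus | Compound: One concentration, 3 µM final (nominal) | Timing: Fluo-8 loading 80 min at 37 °C plus 30 min room temperature | Measured by: Fluo-8 calcium dye fluorescence, kinetic read | Read-out basis: % activation, ACh-normalized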
# M4 antag – CHRM4 antagonism in calcium assay; hit rate 0.73% among 360,000; CHO-hM4 cells, ACh EC80, Fluo-8 calcium fluorescence; inhibition, % at 3 µM; P08173;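 active means inhibition above its plate's cutoff, the mean inhibition of sample wells plus 3 SD, cut at about 27% in these data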;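 further: 0% = acetylcholine EC80 with DMSO and 100% = DMSO without agonist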
# The depositor's hits bear a star; / = no result given.
molecule | M1 PAM | M4 ag | CHRM1 antagonist | M1 ag | CHRM5 antagonist | TAAR1 agonist | CHRM5 agonist | M5 PAM | M4 antag
CC(C)C(=O)NNC(=O)c1csc(-c2cccs2)n1 | 6 | 5 | -10 | -2 | 4 | 1 | 4 | 1 | -1
CCOc1ccc(N2C(=O)CN(C)C2=S)cc1 | 1 | 1 | 2 | -6 | 3 | 7 | 0 | -3 | -8
COc1cc2nc(SCC(=O)NCCc3ccccc3)n(Cc3ccco3)c(=O)c2cc1OC | 1 | -1 | 0 | -6 | 2 | 10 | -2 | -4 | 8
Cc1ncc(CN2CCN(C3CCCC3)C(CCO)C2)s1 (centres undefined) | -1 | 1 | 16 | -8 | 6 | 0 | -5 | 0 | -4
CC[C@]12c3[nH]c4cc(CCC(=O)N(C)C)ccc4c3CCN1C(=O)[C@@H](CC(=O)NC/C=C(\C)CCC=C(C)C)C[C@@H]2C(=O)N1CCN(C(=O)C2CC2)CC1 | 0 | 1 | -6 | -11 | -4 | 0 | -3 | 3 | 8
CC(C)(C)NC(=O)CN(Cc1cccs1)C(=O)CN1C(=O)C(=O)c2ccccc21 | -2 | 5 | 4 | -3 | 8 | 17 | 3 | -9 | -9
CC(Cl)C(=O)Nc1c2c(nn1-c1ccccc1)CSC2 (centres undefined) | 5 | 2 | 3 | -1 | 1 | 24 | 2 | 4 | 5
CCCN(CCC)S(=O)(=O)c1ccc2c(c1)CCCN2C(C)=O | 0 | 14 | -14 | -3 | 2 | 1 | -3 | 3 | -2
Oc1[nH]c2ccccc2c1N=Nc1cccc(Cl)c1 | 3 | 1 | -1 | -2 | -4 | -2 | -1 | 3 | 0
COc1ccc(NC(=O)C(c2ccncc2)n2c(=O)c(-c3ccco3)nc3ccccc32)cc1 (centres undefined) | / | 0 | / | / | 5 | -1 | 0 | 8 | 9
COc1ccc(CNC(=O)COC(=O)c2c(NC(C)=O)sc(C)c2C)cc1 | 4 | 2 | -10 | -3 | -7 | 0 | 2 | 10 | -1
N#C/C(=C(/O)COC(=O)CSc1ccc(Cl)cc1)c1nc2ccccc2[nH]1 | -7 | 9 | 4 | -4 | -3 | 5 | 2 | -3 | -4
Cc1ccc(CC2(C)C(=O)Nc3ccc(OC(F)(F)F)cc32)cc1 (centres undefined) | -1 | -2 | -7 | -7 | -4 | 1 | -1 | -1 | -10
C=CCC1c2cccc(C(=O)O)c2C(=O)N1c1ccc(Cl)cc1 (centres undefined) | 8 | -2 | -5 | -3 | 4 | 11 | -2 | -10 | 4
Cc1ccc(-n2nc3c(=O)n(CCCC(=O)NCc4ccccc4F)nc(C)c3c2C)cc1 | -7 | -2 | 5 | -6 | 20 | -2 | -7 | -8 | -2
CC1CCCC(C)N1/N=C/c1ccc(N(C)C)cc1 (centres undefined) | -4 | 0 | 4 | -8 | 0 | 2 | -4 | 2 | 7
CCN1C(=O)c2c(C)nc3ccccc3c2C1=O | 4 | 0 | -8 | -11 | -2 | / | 0 | 2 | 4
O=C1CC2C(CCC23OCCO3)c2ccc3ccccc3c21 (centres undefined) | 4 | 3 | -9 | -6 | 16 | 0 | -2 | -7 | -13
COc1ccc(CCC(C)NC2C3CC4CC(C3)CC2C4)cc1 (centres undefined) | -22 | 7 | 99* | -7 | 21 | 14 | -8 | -16 | 66*
CCCCCCN1C[C@H](n2cc(C3CC3)nn2)[C@@H](O)C[C@@H]1c1ccc(OC)cc1 | -11 | -1 | 14 | -5 | -5 | -1 | -1 | 8 | 0
c1csc(C2=NNC(=NC3CCCCC3)SC2)c1 | -10 | 4 | 15 | -7 | 22 | 3 | -4 | -1 | 8
CCOC(=O)NNC(=S)Nc1c(C)n(C)n(-c2ccccc2)c1=O | 3 | 1 | -7 | -2 | -1 | 0 | -3 | 1 | 22
O=C(NCCN1CCCC1)c1ccc2c(c1)N(Cc1ccc(F)cc1)C(=O)c1ccccc1S2=O (centres undefined) | 5 | 1 | -25 | -12 | 0 | 4 | -4 | -3 | -8
CCN(Cc1nc2cc(Cl)ccc2c(=O)[nH]1)C(=O)c1cc2c(s1)CCCCC2 | 0 | 0 | 3 | -4 | -2 | 5 | 3 | 6 | -1
CCCC(C)C(=O)Nc1nc(C)c(-c2csc(Nc3cc(OC)ccc3OC)n2)s1 (centres undefined) | 6 | 1 | -17 | -7 | 6 | -2 | -1 | 1 | -11
O=C(NCCCN1CCOCC1)c1ccc(S(=O)(=O)N2CCOCC2)cc1 | -2 | 3 | -9 | -7 | -8 | 12 | -1 | -3 | 6
Cc1onc(-c2ccccc2)c1C(=O)Nc1ccc(NC(=O)c2c(-c3ccccc3)noc2C)cc1 | -2 | 12 | 4 | -5 | 6 | 3 | -3 | -6 | -6
O=C(O)c1ccc(-c2noc(-c3ccccc3F)n2)cc1 | 13 | 1 | -15 | -1 | 13 | 7 | 1 | 3 | 4
FCCCOc1ccc(CN2CCN(c3ccccc3F)CC2)cc1 | -17 | 0 | 23 | -5 | 3 | 10 | -5 | -3 | 7
CCN(CC)C(=O)c1ccc(N)cc1 | 11 | 0 | -4 | -1 | 13 | 0 | 3 | -1 | -7

# Continuation:
molecule | M1 PAM | M4 ag | CHRM1 antagonist | M1 ag | CHRM5 antagonist | TAAR1 agonist | CHRM5 agonist | M5 PAM | M4 antag
Cc1cc(N2CCCC2)nc(SCC(=O)c2ccccc2)n1 | 10 | 1 | -9 | -4 | 4 | 14 | -3 | 2 | 7
CCN(CCCNC(=O)CCn1c(=O)[nH]c2ccsc2c1=O)c1ccccc1 | 10 | 1 | -15 | -3 | 11 | 0 | -7 | 2 | 13
C=CCn1c(Cc2cccs2)nnc1SCC(=O)NCc1ccco1 | 4 | 0 | 0 | -5 | 6 | 1 | -1 | -2 | 9
Cc1cc(C)c(C)c(S(=O)(=O)N2CCC(C(=O)NCc3cccs3)CC2)c1C | 4 | 4 | -10 | -5 | -8 | 1 | 0 | -2 | 7
CN(C)CCCNc1nc2cc(-c3cncnc3)sc2c(=O)n1C | 2 | 1 | -5 | -6 | -5 | -1 | -1 | 4 | -3
Cc1onc(-c2c(F)cccc2Cl)c1C(=O)NCc1ccc(F)cc1 | 4 | 1 | -4 | -9 | -1 | -2 | -7 | 0 | -13
CC(C)(C)NC(=O)C(c1cc2ccccc2o1)n1c(=O)c(-c2cc3ccccc3[nH]2)nc2ccccc21 (centres undefined) | / | 1 | / | / | -4 | 1 | 5 | 5 | 7
Clc1ccc(-n2c(SC/C=C/c3ccccc3)nnc2-c2cccnc2)cc1 | -1 | 4 | 6 | -3 | -3 | 12 | 0 | -3 | 12
COCc1[nH]nc2c1C(c1c(F)cccc1Cl)C(C#N)=C(N)O2 (centres undefined) | 9 | 1 | -26 | -6 | -1 | 6 | -5 | 9 | 0
CCc1ccc(N2CC(C(=O)Nc3cc(C)ccc3F)CC2=O)cc1 (centres undefined) | 9 | 1 | -6 | -4 | -12 | 11 | 2 | 1 | 15
C[C@H](NC(=O)c1ccc(Cl)c(S(=O)(=O)N2CCOCC2)c1)c1nc2ccccc2[nH]1 | 3 | 10 | -10 | -7 | 9 | 4 | -4 | 2 | -27
O=C(COc1ccc(F)cc1)NCCCn1ccnc1 | -5 | 0 | 1 | -9 | 5 | 5 | -3 | -1 | 16
N#Cc1ccc(OCc2noc(-c3ccsc3)n2)cc1 | 2 | 1 | -6 | -2 | -11 | 0 | -3 | 3 | 8
O=C(c1ccccc1)n1nnc2ccccc21 | 7 | 0 | -22 | -1 | 3 | 1 | 0 | 2 | 3
COc1cccc(CCNC(=O)COc2cccc3c2OC(C)(C)C3)c1 | 6 | 5 | -8 | -4 | 10 | 3 | -2 | -2 | -6
Cc1cccc(C2CN(C)CCc3c2cc(O)c(O)c3Cl)c1 (centres undefined) | 5 | 0 | -25 | -7 | 3 | 5 | -2 | -5 | -5
COc1cc(OC)cc(OCC(O)Cn2ccnc2C)c1 (centres undefined) | 9 | 1 | -18 | -4 | 0 | 1 | -5 | -5 | 4
O=C(NC1CCS(=O)(=O)C1)C1CCCCN1S(=O)(=O)c1ccc(Cl)cc1 (centres undefined) | -10 | 2 | 11 | -5 | 10 | 9 | 2 | -7 | -3
COC(=O)c1c(-c2ccc(C)cc2)csc1NC(=S)NC(=O)c1cc(OC)cc(OC)c1 | 6 | 3 | -11 | -1 | 3 | -1 | -1 | -3 | 7
COc1cc(C2N3CC4(C)CN2CC(C)(C3)C4)ccc1O (centres undefined) | -1 | 0 | 3 | -4 | -9 | 8 | -8 | -2 | -4
CC1CCCC(C)N1C(=O)COC(=O)CN1C(=O)c2ccccc2C1=O (centres undefined) | 6 | 1 | -5 | -5 | 19 | 7 | -1 | -2 | -3
CCCC(=O)NC(=S)Nc1ccccc1F | 7 | 0 | -21 | -6 | -5 | 10 | -3 | 2 | -10
O=C(Nc1ccc(Cl)cc1)C1c2cccc[n+]2CC(=O)N1Cc1ccc2c(c1)OCO2 (centres undefined) | 6 | 2 | -15 | -11 | -10 | 2 | -5 | 7 | -18
CN(C)CC1CCCCC1C1(O)c2ccccc2CSc2sccc21 (centres undefined) | -1 | 9 | 0 | -4 | -2 | 7 | -13 | -2 | 1
O=C1OCc2ccc(NC(=O)c3c(F)cccc3Cl)cc21 | 6 | 2 | -8 | -2 | -6 | 0 | -3 | 0 | -9
COC(=O)C1C(=O)OC(C)(C)C1C(C)C(=O)c1ccc(C)cc1C (centres undefined) | 4 | 0 | -2 | -3 | 0 | 0 | -1 | 9 | -9

# Grouped by structure, those above containing an aryl methoxy group (10)
molecule | M1 PAM | M4 ag | CHRM1 antagonist | M1 ag | CHRM5 antagonist | TAAR1 agonist | CHRM5 agonist | M5 PAM | M4 antag
COc1cc2nc(SCC(=O)NCCc3ccccc3)n(Cc3ccco3)c(=O)c2cc1OC | 1 | -1 | 0 | -6 | 2 | 10 | -2 | -4 | 8
COc1ccc(NC(=O)C(c2ccncc2)n2c(=O)c(-c3ccco3)nc3ccccc32)cc1 (centres undefined) | / | 0 | / | / | 5 | -1 | 0 | 8 | 9
COc1ccc(CNC(=O)COC(=O)c2c(NC(C)=O)sc(C)c2C)cc1 | 4 | 2 | -10 | -3 | -7 | 0 | 2 | 10 | -1
COc1ccc(CCC(C)NC2C3CC4CC(C3)CC2C4)cc1 (centres undefined) | -22 | 7 | 99* | -7 | 21 | 14 | -8 | -16 | 66*
CCCCCCN1C[C@H](n2cc(C3CC3)nn2)[C@@H](O)C[C@@H]1c1ccc(OC)cc1 | -11 | -1 | 14 | -5 | -5 | -1 | -1 | 8 | 0
CCCC(C)C(=O)Nc1nc(C)c(-c2csc(Nc3cc(OC)ccc3OC)n2)s1 (centres undefined) | 6 | 1 | -17 | -7 | 6 | -2 | -1 | 1 | -11
COc1cccc(CCNC(=O)COc2cccc3c2OC(C)(C)C3)c1 | 6 | 5 | -8 | -4 | 10 | 3 | -2 | -2 | -6
COc1cc(OC)cc(OCC(O)Cn2ccnc2C)c1 (centres undefined) | 9 | 1 | -18 | -4 | 0 | 1 | -5 | -5 | 4
COC(=O)c1c(-c2ccc(C)cc2)csc1NC(=S)NC(=O)c1cc(OC)cc(OC)c1 | 6 | 3 | -11 | -1 | 3 | -1 | -1 | -3 | 7
COc1cc(C2N3CC4(C)CN2CC(C)(C3)C4)ccc1O (centres undefined) | -1 | 0 | 3 | -4 | -9 | 8 | -8 | -2 | -4

# This is a subset; count on the stated rates, not on these rows.
